# UGM FP inh = blocks M. tuberculosis UGM enzyme; purified UGM, fluorescence polarization probe displacement; 320,000 compounds, 0.06% hits; inhibition, % at 10 µM; in the data active means inhibition above about 10%, passing the limit was not always enough; inconclusive means no clear call, values can overlap the other calls
# Target sequence (P9WIQ1 whole entry, looked up): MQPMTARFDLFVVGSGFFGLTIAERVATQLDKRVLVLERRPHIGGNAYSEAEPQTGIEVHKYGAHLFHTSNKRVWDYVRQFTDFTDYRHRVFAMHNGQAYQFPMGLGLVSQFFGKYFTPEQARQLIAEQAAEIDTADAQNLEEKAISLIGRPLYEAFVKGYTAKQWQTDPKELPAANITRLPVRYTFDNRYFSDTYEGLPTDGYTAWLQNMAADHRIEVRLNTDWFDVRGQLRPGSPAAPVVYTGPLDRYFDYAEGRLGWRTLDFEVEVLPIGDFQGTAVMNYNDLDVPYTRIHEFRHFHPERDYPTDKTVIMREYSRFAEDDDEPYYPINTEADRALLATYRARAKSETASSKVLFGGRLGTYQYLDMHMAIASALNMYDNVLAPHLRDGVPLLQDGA
# TcdB GH inh = blocks C. difficile toxin B glycohydrolase activity; inhibition, % at 9.99 µM; TcdB glycohydrolase enzymatic assay, plate reader; AID 652162; P18177; 350,000 compounds, 0.24% hits; in the data active means inhibition above about 10%
# Mtb BioA inh = BioA (M. tuberculosis) enzyme inhibition | purified M. tuberculosis BioA enzyme, plate reader | inhibition, % at 9.99 µM | 360,000 compounds, 0.096% hits | AID 602481; in the data active means inhibition above about 40%; inconclusive means no clear call, values can overlap the other calls
# FadD28 binding = blocks FadD28 binding to the bisubstrate probe; inhibition, % at 12.5 µM; fluorescence polarization; 360,000 compounds, 0.22% hits; AID 588549; in the data active means inhibition above about 8.5%, passing the limit was not always enough; inconclusive means no clear call, values can overlap the other calls
# BH1578 lux ind = inducers of Vibrio cholerae quorum light production without autoinducers; V. cholerae BH1578 lux reporter, luminescence, 6 h; activation, % at 18.7 µM; 350,000 compounds, 0.16% hits; AID 588436; in the data active means activation mostly above about 9.7%, no sharp cut-off; inconclusive means no clear call, values can overlap the other calls; inactive means mostly below about 3.7%; further: not every result past the cut was called active; inactives centre near 0; reference of the scale not given here
# GDH-TPI inh = inhibits GDH-TPI coupling enzymes, artifact for Mtb FBA screen; GDH-TPI coupled enzyme counterscreen, NADH absorbance; inhibition, % at 4.8 µM; 360,000 compounds, 1.2% hits; in the data active means inhibition above about 30%;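 further: 0% = DMSO wells and 100% = wells lacking the enzyme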
# PfHsp40 yeast = rescue of PfHsp40-mediated yeast toxicity; growth rescue, % at 12.5 µM; 340,000 compounds, 0.68% hits; S. cerevisiae expressing PfHsp40, growth rescue, ATP luminescence; AID 504582; in the data active means growth rescue above about 28%, passing the limit was not always enough; inconclusive means no clear call, values can overlap the other calls;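 further: yeast W303a lacking pdr1 and pdr3 grown in galactose medium; growth measured after three days at 30 °C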
# Yp Topo-I inh = Y. pestis Topo-I inhibition via cleavage products; Y. pestis Topo-I cleavage product accumulation, plate reader; activity, % at 10 µM; 360,000 compounds, 0.064% hits; AID 504884; in the data active means activity above about 50%, passing the limit was not always enough; inconclusive means no clear call, values can overlap the other calls; further: inactives centre near 2
# Mtb FBA inh = Mtb fructose-bisphosphate aldolase inhibition; P9WQA3; purified M. tuberculosis FBA, fluorescence read-out; inhibition, % at 1 µM; 360,000 compounds, 2.3% hits; AID 588726; in the data active means inhibition above about 27%;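 further: 0% = vehicle and 100% = reference inhibitor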
# Target sequence (P9WQA3 whole entry, looked up): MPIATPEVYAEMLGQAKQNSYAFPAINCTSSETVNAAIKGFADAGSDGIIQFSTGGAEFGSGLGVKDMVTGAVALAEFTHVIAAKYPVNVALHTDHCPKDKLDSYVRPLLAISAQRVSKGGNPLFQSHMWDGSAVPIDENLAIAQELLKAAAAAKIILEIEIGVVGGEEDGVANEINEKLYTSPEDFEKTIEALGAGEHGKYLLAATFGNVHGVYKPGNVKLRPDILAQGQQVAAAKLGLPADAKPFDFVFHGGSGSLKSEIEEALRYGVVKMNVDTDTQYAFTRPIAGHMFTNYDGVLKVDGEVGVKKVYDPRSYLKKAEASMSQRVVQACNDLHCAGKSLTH
# * marks the source's active call; other numbers are inactive results; i = inactive; ? = inconclusive; / = no result given.
# Below each SMILES – UGM FP inh, TcdB GH inh, Mtb BioA inh, FadD28 binding, BH1578 lux ind, GDH-TPI inh, PfHsp40 yeast, Yp Topo-I inh, Mtb FBA inh
CCCS(=O)(=O)c1c(S(=O)(=O)CCC)c2c(C(N)=O)cccn2c1C(=O)c1ccc(F)cc1
    -1.1, 1.7, -3.1, 0.0, i, 3.2, 0.2, -5.0, 0.8
Cc1ccc(S(=O)(=O)c2nc(Nc3ccccc3C#N)sc2Cl)cc1
    -1.0, 1.0, /, -0.1, i, 15.8, 0.6, -3.0, -0.9
N#C/C(=C\c1ccc(O)cc1)C(=O)O (tested in a mixture with another compound)
    /, 1.2, -0.9, -2.2, -0.3, 20.2, -0.6, -6.1, -6.1
O=C(/C=C/c1ccco1)Nc1cccc(C(=O)Nc2ccccc2C(=O)O)c1
    2.1, -1.0, 4.4, -31.7, i, 14.8, -0.5, -0.6, -3.3
COc1cc(/C=C/C(=O)OCC(=O)NCCc2ccccc2)ccc1OC(F)F
    0.5, 0.5, -1.2, -2.7, -0.7, 5.2, 0.8, 3.0, 5.6
CC(=O)Nc1ccc(NC(=O)C2(C)Cc3c(-c4cccc(NC(C)=O)c4)ccnc3O2)cc1 (stereo unspecified)
    /, 0.4, 4.3, -1.5, -0.8, 7.1, /, 5.8, -0.2
CC(C)c1ccccc1NC(=O)COC(=O)Cc1c[nH]c2ccccc12
    0.3, /, -1.5, -1.5, i, 8.0, -1.8, 4.9, 2.0
Cc1ccccc1N/N=C1\CCCNC1=O
    -1.5, /, 0.2, -0.7, i, 12.3, -0.4, 0.6, -0.4
COc1ccc([N+](=O)[O-])cc1N(CC(=O)Nc1ccccc1C(=O)NC(C)C)S(C)(=O)=O
    -2.2, 0.4, -0.2, -0.6, -0.9, 5.5, -0.6, 8.9, 0.0
Cn1nc(Oc2ncc(C(F)(F)F)cc2Cl)cc1C(F)(F)F
    0.9, -1.2, /, 0.3, -0.5, -0.6, -1.0, 9.1, -1.3
NC1=NN(c2ccccc2)C(=O)C1
    /, -4.8, 1.8, /, -2.7, 2.6, -0.1, 1.7, 1.2
CCCNC(=O)NCCc1ccncc1
    -2.2, /, -1.7, -2.3, i, -1.8, -1.1, -3.2, 4.2
COCCN(C(=O)COC(=O)c1cccnc1SC)c1c(N)n(Cc2ccccc2)c(=O)[nH]c1=O
    3.1, -0.1, -1.2, -0.6, i, 3.6, -2.0, 2.7, 0.8
CN(C)S(=O)(=O)c1ccc2c(c1)nc(CCC(=O)NCC(=O)Nc1ccc(F)c(F)c1F)n2C
    /, 0.8, -2.6, -0.5, -0.8, -0.9, /, -5.0, 1.2
NC(=O)C1(N2CCCCC2)CCN(CC(=O)Nc2cc(Cl)ccc2Cl)CC1
    /, 4.1, /, -2.9, -0.6, 3.7, -0.7, 3.8, -7.3
Cc1ccc(S(=O)(=O)NCCC(=O)Nc2cccc(Cl)c2)cc1
    1.2, /, 3.6, -4.9, 0.0, -10.0, 1.0, 2.2, -3.0
C#CCOCCOCCOCCNc1nc(N2CCN(C(=O)[C@H]([C@@H](C)CC)n3cc([C@@H](N)CC(C)C)nn3)CC2)nc(N2CCN(C(=O)[C@H](CCCCN)n3cc([C@@H](N)CO)nn3)CC2)n1
    -0.2, /, -0.4, -3.2, i, -3.4, -1.6, -2.6, -1.5
Cc1coc2cc3oc(=O)cc(C)c3cc12
    1.4, /, -0.9, -2.8, -2.4, 21.7, 1.0, 1.5, 19.6
O=C(/C=C/c1ccc(O)c(O)c1)OCCc1ccccc1
    -1.0, -4.2, 3.5, 1.8, 0.0, 14.0, 13.1, -3.9, 3.2
N#CCCN(Cc1ccccc1)C(C(=O)NC1CCCCC1)c1cc2ccccc2o1 (stereo unspecified)
    /, 0.6, -2.4, -18.3, /, /, /, /, -4.7
O=C(NC1CCCCCC1)c1ccc(Br)o1
    0.6, 0.9, -0.4, -2.8, i, 0.0, 1.5, 1.3, 4.0
O=C(COc1ccc2ccccc2c1)Nc1ccc2c3c(cccc13)CC2
    0.7, -1.0, /, -0.6, i, 18.3, -0.5, -6.3, 1.1
O=C(CN1CCN(S(=O)(=O)c2cc(Br)ccc2Br)CC1)NCc1ccccc1Cl
    /, 1.1, -0.6, -3.0, -0.5, 10.1, 3.2, 21.5, 1.2
Cc1c(NC(=O)C(C)N2CC(C)OC(C)C2)c(=O)n(-c2ccccc2)n1C (stereo unspecified)
    -2.3, /, -2.2, 0.0, 0.4, 2.4, 0.2, -0.4, 0.8
Cn1c(SCC2CCCO2)nnc1-c1cccc([N+](=O)[O-])c1 (stereo unspecified)
    -0.8, 0.0, /, -1.0, -0.3, 7.1, 0.2, -3.4, 1.9
COC(=O)COc1cc(Br)c(/C=C2/SC(=O)N(CC(=O)N3CCCC3)C2=O)cc1OC
    0.4, /, /, -1.4, i, 28.7, -0.9, 2.0, 0.1
O=C(NCc1cccnc1)c1ccc(NC(=O)c2ccc(Br)cc2)cc1
    -2.8, 1.5, -1.8, -1.2, -0.2, 3.8, -2.1, -0.4, 3.9
CCOC(=O)C1CCN(C(=O)c2ccc(N(C)S(=O)(=O)c3ccc(OC)cc3)cc2)CC1
    0.5, 2.4, /, -1.0, 0.1, 2.2, 2.6, 18.0, -2.8
Cc1nonc1CC(=O)N1CCc2c([nH]c3ccccc23)C1c1ccccc1F (stereo unspecified)
    -1.9, 2.0, 1.3, -3.4, -0.3, -0.6, 3.3, -3.3, -1.8
CCOc1ccc(Cn2c(=O)oc3ccc(C)cc32)cc1OC
    -1.9, /, -1.2, -1.0, -5.0, 7.1, -1.2, 16.7, 4.5
CC(C)(C)OC(=O)N1CCc2onc(-c3ccccc3F)c2C1=O
    /, 1.5, -0.9, -0.7, i, 1.4, /, 2.9, 0.6
CCOc1ccc(NC(=O)CN(C)C(=O)c2cccc(S(=O)(=O)N3CCN(C)CC3)c2)cc1OCC
    /, 0.6, -0.5, -0.3, i, -3.5, -1.8, -8.0, 0.4
CC(=O)Oc1ccc(N2C(=O)C3C4C=CC(O4)C3C2=O)cc1 (stereo unspecified)
    0.3, /, 1.2, -3.0, -6.9, 8.8, ?, -5.2, -1.4
COc1cc(CNc2ccc3[nH]c(=O)[nH]c3c2)ccc1OCc1ccc(F)cc1
    0.1, 1.5, -1.7, -2.4, -1.8, 5.5, -0.7, -2.1, -0.6
COC(=O)CSc1nnc(-c2ccccc2OC)n1-c1ccc(C)cc1
    -0.1, /, 0.8, -1.1, -0.3, -5.5, -1.0, 12.0, 1.4
C[C@H](O)[C@@H]1C(=O)N2CCc3c([nH]c4ccccc34)[C@@H]2C[C@@H]1N(C)C(=O)Nc1cccc2ccccc12
    /, -0.6, -1.7, -1.3, /, /, /, /, 73.8*
CC(NC(=O)CN1CCOCC1)c1ccc(F)cc1 (stereo unspecified)
    0.0, 0.5, /, -2.0, i, 0.7, -0.7, 7.1, -1.9
Cc1c(NC(=O)C(C)Sc2ncnc3ccccc23)c(=O)n(-c2ccccc2)n1C (stereo unspecified)
    2.3, 0.9, -4.2, -0.9, i, -4.1, 0.7, 0.7, 0.3
C[C@H](NC(=O)CC[C@H]1O[C@@H](n2ccc(=O)[nH]c2=O)[C@H](O)[C@@H]1O)c1cccc2ccccc12
    /, 1.0, -0.5, -3.7, /, /, /, /, -2.2
COc1ccc(C(=O)CSc2cc(C)[nH]c(=O)n2)cc1
    3.1, 0.4, -1.0, -3.3, -0.3, 7.0, -1.2, -7.9, -4.1
CCN(CC)S(=O)(=O)c1ccc(-n2cnc3cc(C)c(C)cc32)nc1
    1.1, 0.1, -1.5, -2.2, 1.4, -5.0, 1.4, -6.7, -2.5
CC1=CC(c2ccc(Cl)cc2)n2nc(NC(=O)CCCC(=O)O)nc2N1 (stereo unspecified)
    -0.8, -0.2, /, -4.1, -0.9, 1.8, 0.1, -8.2, 75.0*
COc1cccc(NC(=O)[C@H](C)NC(=O)N2CCn3c2nc2ccccc23)c1
    1.3, 1.5, 0.8, -4.9, i, -3.0, -0.9, 8.1, -1.7
O=C(Nc1ccc(CCC(=O)N2CCCC2)cc1)c1ncn[nH]1
    -3.9, /, -0.5, -4.2, /, 7.0, 0.0, 3.4, -7.0
C/C(=N/NS(=O)(=O)c1ccc(C)cc1)c1cccc(NC(=O)c2cccc(Cl)c2)c1
    -1.6, /, -0.6, -0.6, i, 7.5, -0.5, 5.3, 1.1

# Ordered by SMILES length (lowest first): some entries from above
# Below each SMILES – UGM FP inh, TcdB GH inh, Mtb BioA inh, FadD28 binding, BH1578 lux ind, GDH-TPI inh, PfHsp40 yeast, Yp Topo-I inh, Mtb FBA inh
CC(NC(=O)CN1CCOCC1)c1ccc(F)cc1 (stereo unspecified)
    0.0, 0.5, /, -2.0, i, 0.7, -0.7, 7.1, -1.9
COC(=O)CSc1nnc(-c2ccccc2OC)n1-c1ccc(C)cc1
    -0.1, /, 0.8, -1.1, -0.3, -5.5, -1.0, 12.0, 1.4
CC(=O)Oc1ccc(N2C(=O)C3C4C=CC(O4)C3C2=O)cc1 (stereo unspecified)
    0.3, /, 1.2, -3.0, -6.9, 8.8, ?, -5.2, -1.4
COc1cc(CNc2ccc3[nH]c(=O)[nH]c3c2)ccc1OCc1ccc(F)cc1
    0.1, 1.5, -1.7, -2.4, -1.8, 5.5, -0.7, -2.1, -0.6
Cc1c(NC(=O)C(C)Sc2ncnc3ccccc23)c(=O)n(-c2ccccc2)n1C (stereo unspecified)
    2.3, 0.9, -4.2, -0.9, i, -4.1, 0.7, 0.7, 0.3
C[C@H](NC(=O)CC[C@H]1O[C@@H](n2ccc(=O)[nH]c2=O)[C@H](O)[C@@H]1O)c1cccc2ccccc12
    /, 1.0, -0.5, -3.7, /, /, /, /, -2.2

# Other structures follow.
# Below each SMILES – UGM FP inh, TcdB GH inh, Mtb BioA inh, FadD28 binding, BH1578 lux ind, GDH-TPI inh, PfHsp40 yeast, Yp Topo-I inh, Mtb FBA inh
O=C(c1cccc(C(F)(F)F)c1)c1c[nH]c(C(=O)NCC2CCCO2)c1 (stereo unspecified)
    -0.9, -0.1, /, -3.3, 0.4, 3.4, 2.7, -0.1, 4.5
Nc1ccn(-c2ccc(Cl)cc2)c(=O)c1
    1.7, /, /, -1.6, 0.6, 2.9, -0.4, 5.2, -0.9
CC(=O)OCCNc1nc(-c2ccccc2)nc2ccccc12
    -3.3, 0.4, /, -1.4, i, -0.4, 0.2, 0.7, -3.0
O=C1c2ccccc2[C@@H]2CC(O)C(O)CCN12 (stereo partly specified)
    /, 1.4, -0.8, 0.7, 1.5, -1.8, -0.9, 4.2, 1.1
CCOc1cc(-c2nc(C)c(C(C)=O)n2O)ccc1OCC(=O)Nc1cccc(C)c1
    0.7, 0.0, 24.5, -1.8, -0.2, 5.6, 1.4, -1.7, 1.5
O=C(Nc1ccc(C(F)(F)F)cn1)Nc1cccs1
    3.3, 0.4, 2.4, -1.8, -0.5, -1.9, -0.5, -1.6, 0.2
Cn1ncc([N+](=O)[O-])c1C(=O)n1nnc2ccccc21
    /, 0.4, /, -0.3, -0.4, 5.4, 0.4, 10.8, 1.2

# Single entries from above.
# `O=C(Nc1ccc(C(F)(F)F)cn1)Nc1cccs1` | GDH-TPI inh = -1.9
# `O=C(/C=C/c1ccc(O)c(O)c1)OCCc1ccccc1` | PfHsp40 yeast = 13.1

# Bioassay records from PubChem.

# Random draw from the library. Share with any hit: about 4.6%.
